From PubChem
Y pestis TopoI – Yersinia pestis topoisomerase I inhibitors, primary screen, biochemical, cleavage product accumulation, plate reader, single point; DNA topoisomerase I (Yersinia pestis CO92); Y. pestis Topo-I cleavage product accumulation; activity, % at 10 µM; hit rate 0.064% among 360,000; in the data active means activity above about 50%, passing the limit was not always enough; further: inactives centre near 2
FadD28 binding – inhibitors of FadD28 bisubstrate probe binding, primary screen, biochemical, fluorescence polarization, single point | inhibition, % at 12.5 µM | hit rate 0.22% among 360,000 | Mycobacterium tuberculosis FadD28 fatty-acid-AMP ligase; in the data active means inhibition above about 8.5%, passing the limit was not always enough
GDH-TPI counter – GDH-TPI coupling enzyme inhibitors, primary screen, artefact control for M. tuberculosis FBA inhibitor project, biochemical, absorbance, full deck | GDH-TPI coupled enzyme counterscreen, NADH absorbance | AID 588335, 2011 | inhibition, % at 4.8 µM | hit rate 1.2% among 360,000; in the data active means inhibition above about 30%;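 further: 0% = DMSO wells and 100% = wells lacking the enzyme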
BioA inh – M. tuberculosis BioA enzyme inhibitors, primary screen, biochemical, plate reader, single point, HTS | 7,8-diaminopelargonic acid synthase BioA (Mycobacterium tuberculosis) | purified M. tuberculosis BioA enzyme | inhibition, % at 9.99 µM | hit rate 0.096% among 360,000 | AID 602481, 2012; in the data active means inhibition above about 40%
TcdB GH inh – TcdB glycohydrolase inhibitors, primary screen, biochemical, single point, plate reader; inhibition, % at 9.99 µM; TcdB glycohydrolase enzymatic assay; AID 652162, 2013; hit rate 0.24% among 350,000; in the data active means inhibition above about 10%
PfHsp40 rescue – rescue of yeast from PfHsp40 toxicity, primary screen, S. cerevisiae, ATP luminescence; S. cerevisiae expressing PfHsp40, growth rescue; hit rate 0.68% among 340,000; AID 504582, 2011; growth rescue, % at 12.5 µM; in the data active means growth rescue above about 28%, passing the limit was not always enough;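 further: yeast W303a lacking pdr1 and pdr3 grown in galactose medium; growth measured after three days at 30 °C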
BH1578 lux ind – inducers of Vibrio cholerae quorum light production without autoinducers, primary screen, BH1578 luxS cqsA deficient, single point; hit rate 0.16% among 350,000; activation, % at 18.7 µM; V. cholerae BH1578 lux reporter, luminescence, 6 h; AID 588436, 2011; in the data active means activation mostly above about 9.7%, no sharp cut-off; further: not every result past the cut was called active; inactives centre near 0; reference of the scale not given here
UGM FP inh – M. tuberculosis UGM enzyme inhibitors, primary screen, biochemical, fluorescence polarization, single point; purified UGM, fluorescence polarization probe displacement; inhibition, % at 10 µM; hit rate 0.06% among 320,000; AID 504406, 2011; in the data active means inhibition above about 10%, passing the limit was not always enough
Target sequence (P9WIQ1 whole entry, looked up): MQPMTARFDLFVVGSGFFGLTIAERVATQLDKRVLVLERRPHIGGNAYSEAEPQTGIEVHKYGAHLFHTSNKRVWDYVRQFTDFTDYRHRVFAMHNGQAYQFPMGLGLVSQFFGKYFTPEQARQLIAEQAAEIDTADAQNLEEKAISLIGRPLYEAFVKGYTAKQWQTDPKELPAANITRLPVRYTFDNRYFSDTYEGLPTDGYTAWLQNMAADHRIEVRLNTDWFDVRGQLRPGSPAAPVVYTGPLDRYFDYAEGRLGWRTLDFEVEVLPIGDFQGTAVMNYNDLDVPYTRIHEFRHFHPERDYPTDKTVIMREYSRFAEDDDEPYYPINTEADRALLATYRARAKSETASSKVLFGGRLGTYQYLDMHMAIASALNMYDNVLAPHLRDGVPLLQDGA
Mtb FBA inh – Mtb FBA enzyme inhibitors, primary screen, biochemical, fluorescence, strain H37Rv | Fructose-bisphosphate aldolase (Mycobacterium tuberculosis (strain ATCC 25618 / H37Rv)), … | purified M. tuberculosis FBA, fluorescence read-out | inhibition, % at 1 µM | hit rate 2.3% among 360,000 | AID 588726, 2011; in the data active means inhibition above about 27%;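 further: 0% = vehicle and 100% = reference inhibitor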
Target sequence (P9WQA3 whole entry, looked up): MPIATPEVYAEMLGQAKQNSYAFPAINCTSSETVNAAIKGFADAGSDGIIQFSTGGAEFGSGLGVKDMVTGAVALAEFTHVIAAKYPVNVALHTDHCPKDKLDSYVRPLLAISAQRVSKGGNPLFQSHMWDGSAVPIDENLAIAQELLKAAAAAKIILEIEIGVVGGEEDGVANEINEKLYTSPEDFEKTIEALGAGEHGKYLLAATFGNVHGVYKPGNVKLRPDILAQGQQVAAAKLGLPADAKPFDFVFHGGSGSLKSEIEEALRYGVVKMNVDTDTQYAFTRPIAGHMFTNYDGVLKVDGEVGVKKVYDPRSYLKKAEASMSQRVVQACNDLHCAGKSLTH
Active calls of the source: *; i = inactive; . = no result given; + = active, no number; & = joins results of further samples.

SMILES	Y pestis TopoI	FadD28 binding	GDH-TPI counter	BioA inh	TcdB GH inh	PfHsp40 rescue	BH1578 lux ind	UGM FP inh	Mtb FBA inh
Cc1c(C(=O)NCc2cccs2)oc2ccc(S(=O)(=O)N3CCOCC3)cc12	23.3	-6.4	1.4	-1.3	.	-0.3	-0.4	-2.5	0.6
O=C(CCn1c(=S)[nH]c2ccccc2c1=O)NCC1CCCO1 (stereo unspecified)	-0.9	-0.1	0.4	-1.8	0.6	-0.8	-2.6	3.9	4.5
Cc1ccc(C)c(C(=O)NC(C)c2ccc(-n3ccnc3)cc2)c1 (stereo unspecified)	1.8	-6.6	0.0	-0.7	0.5	-0.2	-0.2	0.2	0.0
CCOC(=O)c1c(N)sc(N)c1C(=O)OCC	-5.1	-0.6	22.9	.	-1.2	-0.3	-0.3	-0.2	-2.6
Nc1nc2c(Cl)cc(Cl)cc2s1	-12.8	-2.7	0.6	0.6	0.2	3.2	0.0	0.2	1.1
COC(=O)/C(C#N)=C\c1c(OC)[nH]c2ccccc12	-7.6	-0.4	0.8	-1.5	-0.7	0.2	-0.7	1.7	-1.4
NS(=O)(=O)c1ccc(NC(=O)CCCCCN2C(=O)c3ccccc3C2=O)cc1	1.8	-1.1	2.5	.	-1.4	0.6	i	.	-2.2
CN(CC(=O)Nc1c(Cl)cccc1Cl)C(=O)c1cc2ccccc2cc1O	8.4	-0.8	7.4	-1.4	1.0	-0.8	-0.5	.	4.8
CC(C)COc1cccc(C(=O)Nc2ccc(S(=O)(=O)N3CCOCC3)cc2)c1	9.7	-6.8	1.1	0.9	0.3	3.1	-5.9	0.4	0.2
COc1ccc2nnc(-c3ccc(C(F)(F)F)cc3)n2n1	-9.2	-4.1	-3.4	0.7	-1.6	1.5	0.8	1.7	0.8
C=CCc1ccccc1OCC(O)CN1CCN(c2ccccc2OC)CC1 (stereo unspecified)	17.6&3.8	-0.8&-3.4	4.8&-3.6	-0.5&-2.0	1.5	-1.1	-3.6	0.3	1.1&-2.1
COc1cccc(C(=O)Nc2ccc3nc(N4CCOCC4)cc(C)c3c2)c1	8.6	-2.0	6.2	5.5	1.5	-0.5	.	-0.2	2.9
CCOC(=O)Cc1c(C)nc2c(-c3ccc(OC)cc3)c(C)nn2c1C	-0.1	-0.9	9.7	-0.1	.	0.4	i	-1.7	3.3
C/C(=N\OCc1ccc(C#N)cc1)c1ccccc1	-1.3	-0.1	5.4	.	0.4	0.1	i	-0.3	-0.8
Cc1ccc(-n2nc3c(c2NC(=O)C(C)C)CS(=O)(=O)C3)cc1	-0.1	-3.7	1.7	-2.8	.	-1.3	i	-0.9	-0.9
CCN(CC)CCNC(=O)c1ccc(NC(=O)C2CC(=O)N(c3ccc4c(c3)OCCO4)C2)cc1 (stereo unspecified)	-3.8	-0.2	-13.7	1.5	0.1	-0.1	-4.2	-0.8	-0.8
O=C(CSc1nnc(-c2cccs2)o1)OCc1ccccc1	2.8	-1.1	14.3	.	0.3	0.6	7.1	-2.4	-3.2
O=C(CCC1CCCCC1)NCc1ccccn1	5.0	-0.1	2.5	1.6	-0.1	0.7	-0.2	0.2	0.9
CCOC(=O)c1c(C)[nH]c(C)c1S(=O)(=O)NC1CCN(C(=O)OCC)CC1	-8.5	-0.8	3.1	-0.1	-0.2	0.1	i	-1.3	-3.6
COc1cccc(C=Nc2cc(C)on2)c1O	-3.9	-2.1	-2.5	-1.7	.	-0.4	i	0.0	0.2

The list goes on, starting with the last 2 of the part before.
SMILES	Y pestis TopoI	FadD28 binding	GDH-TPI counter	BioA inh	TcdB GH inh	PfHsp40 rescue	BH1578 lux ind	UGM FP inh	Mtb FBA inh
CCOC(=O)c1c(C)[nH]c(C)c1S(=O)(=O)NC1CCN(C(=O)OCC)CC1	-8.5	-0.8	3.1	-0.1	-0.2	0.1	i	-1.3	-3.6
COc1cccc(C=Nc2cc(C)on2)c1O	-3.9	-2.1	-2.5	-1.7	.	-0.4	i	0.0	0.2
O=C(CCl)N(c1ccccc1)C1CCS(=O)(=O)C1 (stereo unspecified)	-2.7	-3.8	5.9	4.4	.	0.1	-0.2	-3.0	-11.3
COc1cc(C2C(C#N)=C(N)Oc3c2ccc2ccccc32)ccc1OCC(=O)Nc1ccc(C)cc1 (stereo unspecified)	-9.2	-1.2	-2.3	-1.9	0.5	0.1	i	2.6	-1.0
O=C(c1cc(-c2ccco2)on1)N1CCOCC1	1.9	-0.2	14.0	-0.7	.	0.4	i	1.8	1.6
CC(C)NC(=O)CN1CCN(C(=O)CCl)CC1	-13.4	-4.5	2.8	.	-0.8	-0.7	-0.2	1.3	-1.3
CCOC(=O)Cc1c(C)nc2c(-c3ccccc3)c[nH]n2c1=O	0.0	-1.1	18.8	4.8	.	0.3	-0.5	-3.8	85.5*
CCOc1ccc(S(=O)(=O)Nc2nc3ccccc3nc2Nc2ccc(N3CCOCC3)cc2)cc1	2.2	-25.3	11.1	-0.4	1.1	-0.6	1.1	-0.1	3.4
CC(C)(C)c1ccc(C(=O)NCC(=O)OCc2ccc([N+](=O)[O-])cc2)cc1	13.6	-0.9	7.7	.	.	0.1	-0.3	1.0	-4.8
Cc1ccc(CN2CCC(CNC(=O)Nc3ccccc3F)CC2)cc1	1.9	-0.7	-4.0	-1.3	1.8	54.6*	2.0	0.2	0.0
CN(Cc1ccccc1)Cc1nc2c(c(=O)n(C)c(=O)n2C)n1Cc1ccc(F)cc1	10.4	-1.4	3.9	-1.3	.	-0.2	-12.5	1.2	0.9
Cc1ccc(-c2nnnn2C2C/C(=N\NC(N)=S)C3OCC2O3)cc1 (stereo unspecified)	-1.9	-3.3	0.6	2.4	0.6	0.6	i	1.1	0.6
CS(=O)(=O)c1ccc2sc(NC(=O)c3cc4ccccc4o3)nc2c1	-0.5	-2.7	72.5*	-1.2	0.4	-1.6	-0.5	1.9	5.1
CC(C)NC(=O)c1ccccc1N(Cc1ccccc1)S(C)(=O)=O	-4.7	-0.6	1.4	1.8	.	-1.2	i	1.3	-1.9
O=C(O)c1ccc(NC(=O)c2ccc(COc3ccccc3)o2)cc1	1.9	-2.0	0.0	.	-0.1	-0.6	i	-1.5	1.2
COc1ccc(S(=O)(=O)NC2CCSc3ccccc32)cc1OC (stereo unspecified)	10.9	-1.1	11.3	-4.3	1.9	-2.7	i	1.4	2.6
CCN(Cc1ccccc1)C(=O)Cn1c(=O)n(CCC(=O)N2CCCCC2)c(=O)c2sccc21	4.2	-4.7	-1.2	-0.3	0.5	-1.3	-0.4	0.3	-3.3
CCn1ncc(/C=N/N=C2\CCC3C4CCc5cc(O)ccc5C4CCC23C)c1C (stereo unspecified)	6.5	-2.9	11.0	0.9	.	-1.0	i	1.9	2.0
O=C(N/N=C/c1cccc([N+](=O)[O-])c1O)C(O)(c1ccccc1)c1ccccc1	-20.2	0.1	8.1	-0.2	1.0	0.6	i	-1.2	-12.0
O=C(NOC(=O)c1ccccc1F)c1ccc(OC(F)F)cc1	-2.2	-0.5	-1.9	0.7	0.2	3.4	i	-4.0	1.4
Cc1ccc(CNC(=O)C2(NC(=O)Nc3ccc(C)cc3)CCCCC2)cc1	1.4	1.8	2.8	-3.6	.	-0.8	i	-0.5	-4.0
c1ccc(C2=NN(c3ccccc3)CC2)cc1	-2.2	-0.4	24.7	0.8	0.2	0.7	i	-1.5	48.5*

Compound profiles, from the list above. Order of values: Y pestis TopoI	FadD28 binding	GDH-TPI counter	BioA inh	TcdB GH inh	PfHsp40 rescue	BH1578 lux ind	UGM FP inh	Mtb FBA inh
`CCN(Cc1ccccc1)C(=O)Cn1c(=O)n(CCC(=O)N2CCCCC2)c(=O)c2sccc21` is listed with 4.2	-4.7	-1.2	-0.3	0.5	-1.3	-0.4	0.3	-3.3
`O=C(O)c1ccc(NC(=O)c2ccc(COc3ccccc3)o2)cc1` is listed with 1.9	-2.0	0.0	.	-0.1	-0.6	i	-1.5	1.2
`O=C(NOC(=O)c1ccccc1F)c1ccc(OC(F)F)cc1` is listed with -2.2	-0.5	-1.9	0.7	0.2	3.4	i	-4.0	1.4

(continued)
SMILES	Y pestis TopoI	FadD28 binding	GDH-TPI counter	BioA inh	TcdB GH inh	PfHsp40 rescue	BH1578 lux ind	UGM FP inh	Mtb FBA inh
C/C(=N\Nc1ccc(F)cc1F)c1ccc(N2CCOCC2)cc1	-4.8	-0.1	8.2	.	-21.8	-0.8	.	-0.5	-0.8
N#CCC(=N)N1CCN(c2ccc(Cl)cc2)CC1	-12.1	-1.5	10.3	-1.1	.	0.9	-25.0	-1.1	0.8
O=C(N/C(=C/c1ccc(Br)cc1)c1nc2ccccc2[nH]1)c1ccco1	4.2	0.2	31.8*	-1.0	.	5.4	-0.4	1.5	4.8
CC(C)c1ccc(C2=C(O)c3ccccc3C(=O)C2=O)cc1	-6.5	2.5	8.6	.	.	1.7	-0.2	1.9	3.2
CC(=O)Nc1ccc(NC(=O)C(C)OC(=O)CCC(=O)c2ccc(F)cc2)cc1 (stereo unspecified)	-2.2	-1.1	-2.9	-0.5	1.9	-1.1	i	0.3	3.7
CC(=O)Oc1cc(OC(C)=O)c2c(C)cc(=O)oc2c1	3.0	0.1	10.1	5.6	.	-0.1	0.8	0.4	+
COc1ccc2nc(Cl)c(C3CC(c4ccco4)=NN3C(=O)CCCC(=O)O)cc2c1 (stereo unspecified)	6.5	0.1	5.2	0.2	1.7	-1.2	i	0.1	1.9
CSc1ccccc1NC(=O)C1(C)CCN1C(=O)CCC1CCCC1 (stereo unspecified)	13.0	-0.8	-3.5	2.3	-0.2	.	i	.	2.4
CC(=O)c1c(C)[nH]c(C(=O)CN2CCN(S(=O)(=O)c3ccccc3)CC2)c1C	-0.6	-0.6	3.5	0.4	1.5	-1.0	-2.1	-3.3	1.4
COc1ccc(-c2c(-c3cc(OC)cc(OC)c3)n(C)c3ccc(-c4ccc5[nH]ccc5c4)cc23)cc1	-5.8	-2.5	21.0	-1.1	-0.2	-1.3	i	2.8	134.2*
CCCCC(=O)NC(c1ccco1)c1cc(Cl)c2cccnc2c1O (stereo unspecified)	-1.2	-0.6	6.0	.	1.6	359.7*	-0.3	2.6	-1.2
Cc1cccc(C)c1OCc1nnc(SCC(=O)Nc2nccs2)n1-c1ccccc1	8.6	-0.3	5.8	-0.1	.	-1.2	-3.1	-3.5	-0.5
COc1ccc(NC(=O)CS(=O)CC(=O)Nc2ccc(-n3cnnn3)c(C)c2)cc1 (stereo unspecified)	1.7	.	-8.0	0.4	0.2	1.0	-0.3	2.6	-1.9
COc1ccc(CCN(C)C(=O)c2cccc(S(=O)(=O)NCc3ccccc3)c2)cc1OC	35.8	-0.7	-1.0	2.3	0.4	-0.5	i	0.8	1.4
C[C@H](CO)N1C[C@H](C)[C@@H](CN(C)C(=O)Nc2ccccc2)Oc2c(NC(=O)Nc3ccc(C(F)(F)F)cc3)cccc2C1=O	-2.0	-3.4	4.2	1.0&-2.7	0.0&-0.9	0.2	-1.0	-0.5	2.9
O=C(NCCc1ccccc1)C(=O)NCC1OCCN1S(=O)(=O)c1ccc(Br)cc1 (stereo unspecified)	32.1	-3.3	5.6	0.7	1.1	4.7	i	4.0	1.8
Cc1ccc(S(=O)(=O)Nc2ccc(Oc3cccnc3)nc2)cc1	-2.7	-3.0	-8.8	.	1.1	-1.0	1.2	-2.6	2.0
CCC(=O)c1ccccc1OCCCCn1cncn1	5.4	1.0	11.1	0.5	-0.6	0.5	-0.3	-1.3	5.1
c1cn2cc(CN3CCOCC3)nc2s1	4.0	2.2	-0.7	1.4	.	-1.4	12.5	-3.0	1.6
Cc1c(CN2CCN(CC(C)(C)C)C(CCO)C2)[nH]c2ccccc12 (stereo unspecified)	19.1	-3.8	8.9	-0.2	-12.3	-0.2	-0.3	3.6	2.1

Hits appear at their usual frequency. About 4.6% of those tested had a hit in this group.
